Bioassay records (PubChem BioAssay)
Giardia FBPA inh – blocks Giardia fructose-bisphosphate aldolase activity; 290,000 compounds, 0.71% hits; purified Giardia FBPA; Potency, µM (highest dose often 59.6 µM), for the others: at the highest dose activity, negative = inhibition, hits mostly inhibitors; further: potency means the concentration at half of the fitted maximal effect; nearly all actives have a fitted effect of over 55% in size
Target sequence (A8B2U2 whole entry, looked up): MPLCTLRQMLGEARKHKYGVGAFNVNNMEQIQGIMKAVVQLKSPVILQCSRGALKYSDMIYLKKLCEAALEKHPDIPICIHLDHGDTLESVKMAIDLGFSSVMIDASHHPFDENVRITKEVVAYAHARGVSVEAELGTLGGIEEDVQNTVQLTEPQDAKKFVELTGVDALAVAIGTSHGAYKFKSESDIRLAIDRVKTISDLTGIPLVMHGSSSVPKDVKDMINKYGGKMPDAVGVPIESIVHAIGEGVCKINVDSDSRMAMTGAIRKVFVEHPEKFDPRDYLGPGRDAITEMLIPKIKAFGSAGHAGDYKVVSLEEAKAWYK
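40 nM FBPA preincubated 10 min at RT with compound (up to 57.5 uM final), then substrate plus GAPDH/TPI/NAD/arsenate coupling and diaphorase/resazurin added. Fluorescence read after 20 min at RT, 525/598 nm.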
AMA1-RON2 inh – disrupts binding of P. falciparum AMA1 to RON2; AlphaScreen AMA1-biotinylated RON2 peptide binding; 360,000 compounds, 0.2% hits; AID 720542; Potency, µM (top dose mostly 58.2 µM), without a hit: at the highest dose activity change, negative = inhibition, actives largely listed as inhibitors;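 further: potency means the concentration at half of the fitted maximal effect; 0% = vehicle wells and -100% = peptide control; nearly all actives have a fitted effect of over 45% in size; some results filed as inactive show a strong effect at the top dose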
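AMA1 (3D7) with his tag at 25 nM final met compounds first, then biotinylated RON2 peptide at 25 nM; detection used donor plus acceptor beads, 10 µg/mL apiece, read by AlphaScreen after 30 min at room temperature.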
AmpC inh detg – inhibitors of E. coli AmpC beta-lactamase with detergent; Potency, µM (highest dose often 114 µM), inactives show at the highest dose activity change, negative = inhibition, usual class: inhibitors; 370,000 compounds, 0.041% hits; AmpC hydrolysis of nitrocefin, absorbance 480 nm, 0.01% Triton; P00811; AID 485294;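 further: potency means the concentration at half of the fitted maximal effect; 0% = no-compound wells and -100% = no-enzyme wells; nearly all actives have a fitted effect of over 25% in size; some results filed as inactive show a strong effect at the top dose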
Target sequence (P00811 whole entry, looked up): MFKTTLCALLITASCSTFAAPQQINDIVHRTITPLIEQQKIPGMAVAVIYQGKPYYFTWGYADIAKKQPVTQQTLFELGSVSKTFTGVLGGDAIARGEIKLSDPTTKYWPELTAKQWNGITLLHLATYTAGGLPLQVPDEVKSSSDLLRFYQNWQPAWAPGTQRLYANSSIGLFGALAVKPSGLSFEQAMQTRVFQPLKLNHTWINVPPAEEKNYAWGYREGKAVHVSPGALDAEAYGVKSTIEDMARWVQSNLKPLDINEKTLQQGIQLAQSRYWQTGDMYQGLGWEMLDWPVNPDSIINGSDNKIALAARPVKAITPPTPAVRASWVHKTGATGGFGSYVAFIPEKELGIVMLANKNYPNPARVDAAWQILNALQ
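AmpC (5.3 nM in the dispensed reagent) in 20 mM phosphate pH 7.0 with 0.01% (detergent screen) or 0.0001% Triton X-100 was preincubated with compounds for 15 min at room temperature. Nitrocefin was then added from an 800 uM solution, and hydrolysis was followed at 480 nm.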
HCMV inh – blocks human cytomegalovirus replication | HFF cells, HCMV-luciferase reporter, 72 h; hits give low values | activity change, negative = inhibition, % at 57.5 µM | 410,000 compounds, 4.5% hits; in the data active means activity change below about -60%; inconclusive means no clear call, values can overlap the other calls; inactive means above about -39%
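Cell-based, HFFs, 1000 cells/well, 16 h 37C; cpds in DMSO + HCMV-luc, MOI 1 PFU/cell; 72 h 37C; OneGlo luminescence after 5 min RT; norm. to buffer vs Salinomycin 10uM.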
Sm TGR block – blocks Schistosoma mansoni thioredoxin glutathione reductase | 360,000 compounds, 3% hits | AID 485364 | purified TGR, DTNB reduction, TNB absorbance 405 nm | Potency, µM (doses to about 114 µM), for inactives: at the top dose activity change, negative = inhibition, most hits filed as inhibitors | Q962Y6; further: potency means the concentration at half of the fitted maximal effect; nearly all actives have a fitted effect of over 60% in size
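Kinetic colorimetric format: TGR-catalysed, NADPH-driven DTNB reduction monitored via TNB absorbance. Enzyme dispensed at 20 nM; compound exposure 15 min at room temperature before reaction start.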
AmpC inh no detg – inhibitors of E. coli AmpC beta-lactamase without detergent. 330,000 compounds, 0.52% hits. AID 485341. Potency, µM (titrated, usually from 57.1 µM), for inactives: at the top dose activity change, negative = inhibition, most hits filed as inhibitors. AmpC nitrocefin hydrolysis, absorbance 480 nm, 0.0001% Triton;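 further: potency means the concentration at half of the fitted maximal effect; plate controls were no compound for no effect and no enzyme for full effect; nearly all actives have a fitted effect of over 20% in size; some results filed as inactive show a strong effect at the top dose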
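20 mM phosphate pH 7.0 + 0.01% (detergent screen) or 0.0001% Triton X-100; 5.3 nM AmpC reagent; cpd preinc 15 min RT; nitrocefin (800 uM stock) to start; A480 q20 s × 4 min; Activity was normalised to no-enzyme and no-compound control wells.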
Active calls of the source: *; u = inconclusive; x = no result given; [ ] = another dose, or the depositor's remark. Unless noted, the call rests on the fitted dose curve; in most records, active means well fitted curve in the direction sought with a large enough effect; inconclusive means small, poorly fitted or top-dose-only effect, or another doubt; inactive means no such curve, though single readings can be large; an effect the other way counts as inactive or inconclusive. Unless noted, on the % scale 0 is the no-effect control and ±100 the full control effect.

SMILES | Giardia FBPA inh | AMA1-RON2 inh | AmpC inh detg | HCMV inh | Sm TGR block | AmpC inh no detg
COc1cc2c(C(=O)N(C)c3ccc(F)cc3)cn(C)c(=O)c2cc1OC | 2.2% | 2.1% | 2.6% | 6.3 | 7.3% | -3.0%
CCOC(=O)c1ccc(NC(=O)CSC2=NC(=O)C(CC)C(=O)N2)cc1 (stereo not drawn) | 4.3% | 1.7% | -6.9% | 8.0 | -0.2% | -55.5%
CC1CC(C)(C)NC(=S)N1CCC(=O)N1c2ccccc2CC1C (stereo not drawn) | -0.6% | -6.9% | -5.1% | -28.6 | -2.2% | 3.1%
CC1(C)CC(=O)C=C(C(=O)N2CCCC(CCC(=O)NCc3ccccc3F)C2)O1 (stereo not drawn) | 3.6% | -9.2% | 5.7% | 9.5 | -1.0% | 22.7%
CCSc1nnc(NC(=O)CN(C)S(=O)(=O)c2ccc(F)cc2)s1 | -8.1% | 1.6% | -14.0% | -16.0 | 3.3% | -15.9%
O=C(NNC(=O)c1ccccc1O)c1cc2ccccc2o1 | x | 51.5%[activator] | -21.2% | 42.5 | -28.9% | -24.7%
CCc1nn(C(C)C(=O)Nc2cccc(C)c2C)c(=O)c2cc3occc3n12 (stereo not drawn) | -0.4% | 2.5% | -12.7% | -35.5 | -6.8% | -20.2%
Cc1ccc(CNC(=O)COc2ccc(S(=O)(=O)N3CCOCC3)cc2)cc1 | x | -4.0% | 3.2% | -17.3 | -9.5% | -8.0%
CC(C)C(C(=O)C=[N+]=[N-])N1C(=O)c2ccccc2C1=O (stereo not drawn) | 1.7% | -1.8% | -11.4% | 9.6 | -13.1% | 3.2%
N#CC1=C2SCN(c3ccc(F)cc3)CN2C(=O)CC1c1cccc(F)c1 (stereo not drawn) | 7.06µM* | 54.4%[activator] | -3.9% | -92.8* | u | -28.4%
CCN(Cc1ccccc1)C(=O)Cn1c(=O)n(CC(=O)N2CCCCC2)c(=O)c2sccc21 | x | 2.1% | u | -19.3 | 1.5% | -9.7%
Cc1cc(O)c(/C=N/Nc2ccccc2)c(=O)o1 | -1.0% | 24.9% | 7.4% | -13.5 | 0.4% | -13.7%
COc1ccccc1OCC(=O)N(Cc1ccco1)Cc1ccccc1F | x | x | 20.1% | 6.9 | -7.9% | x
O=C(Nc1nc2ccc(F)cc2s1)c1ccccn1 | u | 5.7% | 3.4% | -97.6* | -7.2% | -13.1%
O=c1ccnc(SCCc2ccccc2)[nH]1 | -28.3% | -5.9% | -7.9% | -2.1 | -8.7% | -11.4%
Cc1ccccc1NC(=O)c1cc(S(=O)(=O)N2CCCCC2)cs1 | 0.3% | -1.4% | 10.5% | 17.5 | -2.3% | -7.3%
CCn1c(SCC(=O)Nc2ccc(C)cc2)nnc1-c1cnccn1 | x | -5.8% | 1.2% | -21.5 | -4.0% | 5.6%
Cc1ccc(S(=O)(=O)NC2CC2)s1 | x | -8.6% | 1.3% | -18.9 | 0.2% | 0.0%
Cc1cc(C(=O)COC(=O)Cc2n[nH]c(=O)c3ccccc23)c(C)n1-c1cccc(C(F)(F)F)c1 | -1.7% | -2.1% | u | -16.1 | -27.5% | 1.0%
CCOc1ccc2nc3sc(C(=O)N4CCN(C)CC4)c(N)c3cc2c1 | 1.5% | 25.8% | 9.8% | u | -18.2% | 27.2%
COc1ccccc1C(=O)NCCC(=O)N1CCN(c2ccccc2O)CC1 | x | -5.3% | -13.6% | -1.9 | -18.4% | 32.3%
COc1ccc(S(=O)(=O)N2CCOCC2)cc1OC | 3.4% | -16.8% | -4.3% | -26.7 | -11.0% | -17.6%
CCCS(=O)(=O)c1ncc(Cl)c(C(=O)Nc2ccc(S(=O)(=O)Nc3ncccn3)cc2)n1 | -25.1% | 6.2% | 1.2% | -19.9 | 12.6µM* | -14.0%
COc1cc(-c2nnc(COC(=O)C3c4ccccc4Oc4ccccc43)o2)cc(OC)c1OC | 0.4% | -9.5% | u | 30.6 | -6.1% | 17.4%
CCOC(=O)C1=C(C)N=C2SCCC(=O)N2[C@@H]1c1cccs1 | -0.5% | 7.4% | -0.7% | -19.2 | -0.3% | -6.6%

Reprinted at random: two entries already listed.
SMILES | Giardia FBPA inh | AMA1-RON2 inh | AmpC inh detg | HCMV inh | Sm TGR block | AmpC inh no detg
CCOc1ccc2nc3sc(C(=O)N4CCN(C)CC4)c(N)c3cc2c1 | 1.5% | 25.8% | 9.8% | u | -18.2% | 27.2%
CCSc1nnc(NC(=O)CN(C)S(=O)(=O)c2ccc(F)cc2)s1 | -8.1% | 1.6% | -14.0% | -16.0 | 3.3% | -15.9%

Next structures follow.
SMILES | Giardia FBPA inh | AMA1-RON2 inh | AmpC inh detg | HCMV inh | Sm TGR block | AmpC inh no detg
CSC1=NC(C)(C)C=C(/C=C/c2c(Cl)cccc2Cl)N1 | -18.9% | -21.0% | -1.8% | 19.9 | 15.8µM* | -15.9%
COc1ccc(N=C2SCCCN2C)cc1 | 1.4% | 8.2% | -10.2% | 2.1 | 0.3% | -9.3%
CN(C)S(=O)(=O)c1ccc(NS(=O)(=O)/C=C/c2ccccc2)cc1 | 3.9% | 9.8% | -4.5% | -9.3 | -6.5% | -42.9%
O=C(NCCCNC(=O)c1ccco1)c1ccco1 | -5.9% | -13.2% | 6.4% | -5.7 | 0.0% | -9.8%
CCC(OC(=O)c1nsc(Cl)c1Cl)C(=O)NCCOC (stereo not drawn) | 2.7% | 0.9% | 1.1% | -22.4 | 10.4% | -19.3%
Nc1nc2ccccc2n1/N=C/c1ccc2c(c1)OCO2 | -6.3% | -6.7% | 1.2% | -1.2 | 10.5% | -25.9%
COc1cc(C=NNC(=O)c2ccccc2-n2cccc2)ccc1O | x | 32.9%[activator] | x | 5.6 | x | -23.3%
COc1ccc(-c2nc3ccc(C(=O)NCCCN4CCOCC4)cc3nc2-c2ccc(OC)cc2)cc1 | -18.9% | -1.9% | u | 0.0 | -22.2% | 160.1%[activator]
C[C@H](CO)N1C[C@H](C)[C@@H](CN(C)Cc2ccc(Cl)c(Cl)c2)Oc2c(NC(=O)Cc3ccccc3)cccc2C1=O | x | -10.7% | x | -20.0 | x | 173.9%[activator]
O=S(=O)(c1ccc2c(c1)OCCO2)N1CCC(c2nc3ccc(Cl)cc3[nH]2)CC1 | -2.9% | 17.5% | 3.7% | -95.7* | 0.5% | -16.4%
Cc1cc(-c2ccccc2)c(C#N)c(SCC(N)=O)n1 | 11.9% | -4.0% | -3.6% | -23.8 | -25.3% | -0.4%
O=C(CCS(=O)(=O)Cc1ccccc1)NCc1ccco1 | 0.9% | -3.9% | u | -21.5 | -13.2% | 3.5%
Cn1cnnc1SCc1ccccc1[N+](=O)[O-] | 4.1% | 13.0% | -2.4% | -24.5 | 9.4% | -17.0%
CC1=NN(C(=O)CSCc2ccccc2)C(O)(c2ccc(F)cc2)C1 (stereo not drawn) | 11.4% | 52.4%[activator] | 1.8% | 16.9 | 10.6% | -3.8%
CCc1sc(-c2ccccc2)nc1C(=O)OC | 0.1% | 15.0% | 2.5% | -11.9 | 20.0% | -2.8%
CN1CCN(C(=O)c2ccc(CS(=O)(=O)c3c(Cl)cccc3Cl)o2)CC1 | -1.7% | 16.4% | -6.3% | 11.8 | -9.8% | -34.1%
CC(=O)N1CCN(C(=O)c2cccc(S(=O)(=O)N3CCN(c4ccc(F)cc4)CC3)c2)CC1 | x | -2.5% | -15.6% | -28.3 | 0.3% | 95.1%[activator]
CC(C)CNC(=O)c1cc([N+](=O)[O-])ccc1N1CCOCC1 | 6.5% | -4.2% | 7.1% | 47.5 | 1.7% | -46.6%
O=c1cc(CO)oc2ccccc12 | x | -2.6% | x | 5.6 | x | -23.2%
COc1cc2c(-c3ccccc3C)nc3c(c(C)nn3-c3ccccc3)c2cc1OC | x | x | 20.3% | -11.3 | u | x
Cc1ccc2ccccc2c1NC(=O)CNC1CCCCC1 | 0.2% | 5.1% | u | 5.9 | -17.5% | -19.1%
CCCS(=O)(=O)N1CCC(C(=O)NCc2ccc3c(c2)OCO3)CC1 | 3.7% | 8.0% | 1.9% | 19.6 | -1.7% | -10.1%
O=c1[nH]c(=O)n(-c2ccccc2)c2c1C(C(F)(F)F)(C(F)(F)F)N=C(CCC1CCCCC1)N2 | 0.4% | -17.0% | -15.0% | -10.1 | 0.8% | 3.0%
COc1cc2ccccc2cc1C(=O)NCc1ccncc1 | x | -10.8% | 2.5% | -8.5 | 2.1% | -5.3%
COc1cccc(NC(=O)CSc2ccc(-c3ccco3)nn2)c1 | x | -7.9% | 10.8% | -24.6 | 39.8µM* | -30.6%

Only AmpC inh no detg and HCMV inh, for some of the entries so far:
Compound	AmpC inh no detg	HCMV inh
COc1cc(C=NNC(=O)c2ccccc2-n2cccc2)ccc1O	-23.3%	5.6
COc1ccc(-c2nc3ccc(C(=O)NCCCN4CCOCC4)cc3nc2-c2ccc(OC)cc2)cc1	160.1%[activator]	0.0
C[C@H](CO)N1C[C@H](C)[C@@H](CN(C)Cc2ccc(Cl)c(Cl)c2)Oc2c(NC(=O)Cc3ccccc3)cccc2C1=O	173.9%[activator]	-20.0
O=S(=O)(c1ccc2c(c1)OCCO2)N1CCC(c2nc3ccc(Cl)cc3[nH]2)CC1	-16.4%	-95.7*
Cc1cc(-c2ccccc2)c(C#N)c(SCC(N)=O)n1	-0.4%	-23.8
O=C(CCS(=O)(=O)Cc1ccccc1)NCc1ccco1	3.5%	-21.5
Cn1cnnc1SCc1ccccc1[N+](=O)[O-]	-17.0%	-24.5

Additional entries:
SMILES | Giardia FBPA inh | AMA1-RON2 inh | AmpC inh detg | HCMV inh | Sm TGR block | AmpC inh no detg
N#C/C(=C\c1cn(-c2ccccc2)nc1-c1ccccc1)S(=O)(=O)c1ccccc1 | 4.9% | -8.2% | -11.9% | 10.7 | -21.7% | -8.9%
CCOc1ccc(S(=O)(=O)NCc2ccc3c(c2)OCO3)cc1 | 0.3% | 9.6% | -8.7% | 11.1 | -19.6% | -19.3%
COc1cccc(C(=O)NCC(c2cccnc2)N2CCN(c3ccccc3OC)CC2)c1 (stereo not drawn) | -24.6% | 1.2% | u | x | -35.6% | 146.5%[activator]
Cc1cc(C(=O)CN2C(=O)C(=O)N(Cc3ccccc3)C2=O)c(C)n1CC1COc2ccccc2O1 (stereo not drawn) | 4.5% | -10.3% | -4.9% | -38.3 | -31.0% | -30.5%
NC(=O)N/N=C/c1c(F)c(F)c(F)c(F)c1F | 3.0% | 1.3% | -6.1% | -33.3 | x | -8.2%
Cn1nc(C(=O)NCCc2ccc(Cl)cc2)c2c1-c1ccccc1S(=O)(=O)C2 | -12.2% | -6.4% | -13.7% | u | -0.5% | -33.1%
CCOc1ncccc1C(=O)NCc1cccc(OC)c1 | 1.8% | 9.5% | -10.4% | -13.1 | -10.6% | -9.8%
COc1ccc(CCNC(=O)CSc2ncc(C(=O)Nc3ccccc3)c(=O)n2C)cc1 | x | 8.2% | -18.7% | -15.5 | 6.2% | -4.5%
CCN(CC)S(=O)(=O)c1cc(C(=O)Nc2cc(C)on2)ccc1Cl | x | -5.6% | -2.6% | -63.9* | -10.1% | -20.2%
